# T cell HTS: T cell immune modulators affecting CD8 T cell-vesicle binding; calls only at 7 µM; 2C CD8+ T cell-vesicle binding, flow cytometry; stronger effect = lower value; AID 2052; actives 0.068% (n = 330,000);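 active = response, share of CD8 T cells binding vesicles, and their 90th percentile fluorescence all below set limits, cut at about 80% in these data, passing the limit was not always enough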
#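 Assay system – 2C mouse CD8+ T cells · Also added – QL9-loaded Drosophila micro-vesicles · Timing – Cell–vesicle co-incubation 1.5 h at 37 °C, staining 20 min on ice · Signal – flow cytometry of vesicle-bound cells · Measure – percent CD8+ FL2 mean versus row control · Controls – Peptide-free naked vesicles (low) and QL9 vesicles with 0.7% DMSO vehicle (high)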
# Autophagy HCS: autophagy modulation, high-content screen. MEF GFP-LC3 puncta imaging; test concentration mostly 10 µM. calls only at 10 µM (by protocol). actives 0.98% (n = 190,000). AID 463193;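 active = percentage of spot-positive cells more than 3 SD above its plate mean, without a fluorescence outlier flag or 80% toxicity; inconclusive = no clear call, values can overlap the other calls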;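 also: spot-positive cell cutoff set from DMSO-treated cells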
# Hep lipid drop: modulators of hepatic lipid droplet formation. actives 0.4% (n = 240,000). AID 1656. AML12 mouse hepatocytes, oleate lipid droplets, BODIPY imaging. inhibition, % at 6.5 µM;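 active = lipid droplet intensity inhibited by at least 50%, with more than 500 cells counted; inconclusive = wells with under 300 cells, treated as cytotoxic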
#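 Material – AML12 mouse liver cells · Also added – oleate loading, 100 µM · Compound dosing – 6.5 µM single-point dosing · Times – overnight treatment with compound plus oleate · Measured by – fluorescence imaging, 20x objective, two fields per well · Read-out – percent inhibition of filter-corrected integrated lipid droplet intensity per well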
# TNAP activation fold: stimulation of alkaline phosphatase TNAP activity – biochemical, luminescent, no phosphate acceptor, uHTS, primary screen (AID 1001); one-dose activation fold at 20 µM; EC50 in µM for titrated hits; actives 0.03% (n = 200,000); purified TNAP, luminescent activation assay, no phosphate acceptor; higher activation fold means a stronger effect; in the data active = activation fold from about 3, or a potency from the dose series; inactive = the rest, 99 in 100 with activation fold below about 1.6; also: many of its hits are not listed in these tables
# MT stabilize HCS: stabilizes microtubules in HeLa cells; HeLa tubulin immunostaining HCS, 24 h; share of cells brighter than vehicle mean+2SD; % tubulin-high responders, % at 10 µM; actives 0.83% (n = 200,000); AID 2205;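 active = plate Z-score above 3 for both tubulin-high and condensed-nucleus cell shares, with cell loss under 80%, at 10 µM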;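 also: anti alpha tubulin signal scored within the nucleus-defined area of each cell; some results filed as inactive read as strong as hits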
# bCat nuc transl: beta-catenin nuclear translocation modulation | HeLa beta-catenin nuclear translocation, immunofluorescence imaging | nuclear translocation activity, % at 5 µM | actives 0.3% (n = 190,000);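 active = nuclear translocation activity above 50% at 5 µM, with a well cell count of 50 or more; inconclusive = wells under 50 cells across six images, flagged as toxic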;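 also: per-cell ratio of nuclear to cytoplasmic median beta-catenin stain intensity; plate controls were DMSO negative control for no effect and GSK-3 inhibitor IX positive control for full effect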
#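 Signal – beta-catenin immunofluorescence imaging with DAPI · Test system – human HeLa cell line · Dosing – 5 µM primary single dose, 0.1% DMSO, 0.02–20 µM confirmation series · Measure – % activation, nuclear-to-cytoplasmic median beta-catenin signal ratio per cell · Incubation – 24 h compound exposure at 37°C, 5% CO2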
# human PMI inhibitors: human PMI inhibitors, high substrate, primary screen, biochemical, fluorescence intensity, high mannose 6-phosphate (AID 1220). recombinant PMI enzyme, coupled fluorescence intensity; higher % means a stronger effect. inhibition, % at 20 µM, or IC50 in µM where a hit was titrated. actives 0.66% (n = 190,000)
# human PMI inhibition: inhibitors of human PMI, primary screen, biochemical, fluorescence intensity, coupled assay (AID 1209) | purified PMI enzyme, coupled fluorescence intensity; higher % means a stronger effect | actives 0.42% (n = 190,000) | inhibition, % at 20 µM; hits with a dose series show IC50 in µM;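 also: plate controls were DMSO vehicle for no effect and wells lacking substrate for full effect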
# Insulin prom up: MIN6 insulin promoter up-regulation | actives 0.3% (n = 190,000) | MIN6 insulin promoter-GFP reporter, high-content imaging; stronger effect = higher value | z-score at 5 µM;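 active = z-score above 3 at 5 µM with at least 500 cells counted in the well; inconclusive = wells under 500 cells, flagged as cytotoxic or low count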
# Insulin prom up cell count: recorded beside Insulin prom up, whose call it bears; cell count; measured here: cytotoxicity, nuclei count;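 total cells summed across four imaged fields per well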
# Hep lipid drop cells 6.5 µM: recorded beside Hep lipid drop, whose call it bears; cell count; measured here: cell count, cytotoxicity flag;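 cells counted across two imaged fields per well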
# bCat nuc transl cell count 5 µM: recorded beside bCat nuc transl, whose call it bears; cell count; measured here: cell count, cytotoxicity flag
# T cell HTS vesicle-bound %: also measured in T cell HTS; calls as there; double positive events, %; measured here: CD8+ vesicle-bound cell fraction;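 binding gate set so that unloaded-vesicle control wells show 10% double positive cells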
# MT stabilize HCS Hoechst-high %: recorded beside MT stabilize HCS, whose call it bears; % Hoechst-high responders; measured here: nuclear condensation Hoechst responders;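 share of cells brighter than vehicle mean plus two SD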
# MT stabilize HCS cytotoxicity %: also measured in MT stabilize HCS; calls as there; toxicity, %; measured here: cytotoxicity by cell density;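 0% = mean cell density of plate MIN control wells and 100% = no cells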
# Autophagy HCS cell loss 18 h: also measured in Autophagy HCS; calls as there; toxicity, %; measured here: cell loss, nuclei count;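 cell loss after 18 h compound exposure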
# Starred values were filed as active, the others as inactive; i = inactive; ? = inconclusive; . = not tested or not shown. Rule as the data show it, unless noted: active = inhibition above about 50%; inactive = the rest.
nr	mol	T cell HTS	T cell HTS vesicle-bound %	Autophagy HCS	Autophagy HCS cell loss 18 h	Hep lipid drop	Hep lipid drop cells 6.5 µM	TNAP activation fold	MT stabilize HCS
1	O=C(CCC(=O)NNc1nc2ccccc2c2nc(-c3ccccc3)nn12)NCCCN1CCOCC1	i	51	i	-5	-1	697	.	3.1
2	CCCCCCN=CC1=C(O)CC(C)(C)CC1=O	i	60	.	.	.	.	1.1	1.6
3	Cc1ccc(-c2cc(-c3ccccc3O)nc(N/N=C/c3cccnc3)n2)cc1	i	22	i	15	.	.	1.1	3.0
4	O=C1CC(c2ccccc2F)C2=C(COC2=O)N1 (stereo not given)	i	32	i	18	30	663	1.1	2.3
5	CCCCOc1cccc(C(=O)O)c1	i	36	i	20	10	752	1.1	1.8
6	CNC(=O)c1oc(-c2ccc(Cl)cc2)nc1C	i	29	i	25	-1	735	1	1.7
7	CCOC1(NC(=O)c2ccccc2)C(C)=CC(=O)C=C1C	i	41	i	3	.	.	1	5.3
8	CCN(CC)C1CC(=O)N(c2cccc(C)c2)C1=O (stereo not given)	i	64	i	15	-6	607	1	2.1
9	COc1cccc(NC(=O)CSc2nnc(-c3cc(-c4ccccn4)nc4ccccc34)o2)c1	i	46	i	6	1	623	1.1	2.7
10	CCC(=O)Nc1nc(CC(=O)Nc2ccccc2)cs1	i	14	i	29	10	776	1.1	1.6

nr	MT stabilize HCS Hoechst-high %	MT stabilize HCS cytotoxicity %	bCat nuc transl	bCat nuc transl cell count 5 µM	human PMI inhibitors	human PMI inhibition	Insulin prom up	Insulin prom up cell count
1	2.4	12	-0.9	1141	12%	10%	0.31	1209
2	1.3	9.9	-1.6	1386	10%	10%	1.2	1420
3	2.4	5.1	3.0	1432	-5%	-4%	-2.2	1001
4	1.8	5.3	0.9	1073	-4%	-11%	0.34	1145
5	1.9	11	-2.0	1112	-3%	10%	0.25	823
6	1.9	5.9	0.6	1520	5%	11%	0	1373
7	2.4	7.7	-2.2	1304	49%	23%	1.1	1492
8	2.8	6.8	4.3	1026	-1%	7%	-1.5	1259
9	2.7	11	.	.	8%	11%	1.3	1240
10	1.2	4.8	-3.7	1235	-3%	7%	-0.52	1210

# Reprinted from the part before: 2 entries, followed by the next part.
nr	mol	T cell HTS	T cell HTS vesicle-bound %	Autophagy HCS	Autophagy HCS cell loss 18 h	Hep lipid drop	Hep lipid drop cells 6.5 µM	TNAP activation fold	MT stabilize HCS
9	COc1cccc(NC(=O)CSc2nnc(-c3cc(-c4ccccn4)nc4ccccc34)o2)c1	i	46	i	6	1	623	1.1	2.7
10	CCC(=O)Nc1nc(CC(=O)Nc2ccccc2)cs1	i	14	i	29	10	776	1.1	1.6
11	Cc1nc2c(oc3ccc(Cl)cc32)c(=O)[nH]1	i	28	.	.	-1	711	.	.
12	C=CCNc1nnc(SC2CC(=O)N(c3ccc(OC)cc3)C2=O)s1 (stereo not given)	i	42	i	-3	.	.	1.1	1.4
13	CC1(C)CC(=O)C2=C(C1)N(Cc1ccco1)C(=O)C2(O)C(F)(F)F (stereo not given)	i	51	i	19	.	.	1	4.8
14	COC(=O)CC/C(C)=N\Nc1ccc([N+](=O)[O-])cc1[N+](=O)[O-]	i	46	i	-11	.	.	1	3.2
15	CCC(C)NC(=O)CC(NS(=O)(=O)c1ccc(C)cc1)c1ccc(OC)cc1 (stereo not given)	i	5	i	3	0	768	1.1	5.3
16	CCOc1ccc(S(=O)(=O)NCC2CCCO2)cc1 (stereo not given)	i	16	i	-2	24	767	1.1	2.6
17	CCC1CCCCN1C(=O)Cn1c(C(=O)OC)cc2ccsc21 (stereo not given)	i	56	i	-9	.	.	1	4.1
18	Cc1ccc(-c2cc3cccc[n+]3cc2-c2ccc(C)cc2)cc1	i	2	i	4	-29	575	1	2.4
19	O=C(c1cc(F)ccc1F)C1CCCN(C(=O)c2ccco2)C1 (stereo not given)	i	57	i	19	-2	701	1.1	1.7
20	O=C(NCC1CCCN(Cc2ccccc2F)C1)c1cccc(C(F)(F)F)c1 (stereo not given)	i	56	i	-8	-26	710	1	3.3

nr	MT stabilize HCS Hoechst-high %	MT stabilize HCS cytotoxicity %	bCat nuc transl	bCat nuc transl cell count 5 µM	human PMI inhibitors	human PMI inhibition	Insulin prom up	Insulin prom up cell count
9	2.7	11	.	.	8%	11%	1.3	1240
10	1.2	4.8	-3.7	1235	-3%	7%	-0.52	1210
11	.	.	-1.4	1297	.	.	1.1	1029
12	1.3	11	.	.	-19%	-14%	-0.5	951
13	3.3	4.8	-4.6	988	-5%	-6%	0.51	1602
14	2.4	1.6	4.5	1349	-3%	-4%	0.86	1585
15	2.4	7.7	-0.4	530	-13%	-10%	-0.69	1334
16	1.7	2.8	-16	1210	-8%	-3%	.	.
17	4.0	6.7	4.9	1327	-5%	-8%	0.41	1372
18	1.9	5.7	-2.8	497	-2%	-1%	?	.
19	1.3	0.2	1.6	1079	-4%	0%	-0.51	1333
20	1.1	2.0	0.9	933	-1%	12%	-0.81	1525

# Later entries.
nr	mol	T cell HTS	T cell HTS vesicle-bound %	Autophagy HCS	Autophagy HCS cell loss 18 h	Hep lipid drop	Hep lipid drop cells 6.5 µM	TNAP activation fold	MT stabilize HCS
21	CCOC(=O)N1N=C(c2ccccc2)CC1(O)C(C)(F)F (stereo not given)	i	3	i	-25	-5	728	1	6.1
22	O=C1c2ccccc2C(Nc2ccc(Cl)cn2)N1Cc1ccccc1 (stereo not given)	i	25	i	-3	.	.	1.2	2.8
23	CCCCNC(=O)CSc1nc2ccc(C)cc2[nH]1	i	27	i	5	-14	704	1.1	5.5
24	Nc1sc(-c2ccccc2)cc1C(=O)O	.	.	i	7	9	756	1.2	1.9
25	Cn1cccc1Cc1nnc(SCC(=O)Nc2ccccc2F)n1CCc1ccccc1	i	62	.	.	3	675	1.2	3.9
26	O=C(CN1C2=NCCCN2c2ccccc21)c1ccc(Br)s1	i	55	i	-4	.	.	1	4.1
27	Cn1c(=O)[nH]c(=O)c2c1nc(CN1CCN(c3ccccc3F)CC1)n2CCc1ccccc1	i	27	.	.	26	734	.	.
28	CCN(C(=O)CCN1C(=O)c2ccccc2C1=O)C1CCCCC1	i	42	i	-2	.	.	1.1	3.1
29	O=C(CSc1nc2ccccc2s1)c1cc2ccccc2o1	i	7	i	-2	-17	707	1.1	1.7
30	Cc1cccc(-c2n[nH]c(S(C)(=O)=O)c2C#N)c1	i	43	.	.	0	688	.	.

nr	MT stabilize HCS Hoechst-high %	MT stabilize HCS cytotoxicity %	bCat nuc transl	bCat nuc transl cell count 5 µM	human PMI inhibitors	human PMI inhibition	Insulin prom up	Insulin prom up cell count
21	1.4	8.5	1.6	1536	4%	6%	0.23	1303
22	4.0	6.1	-6.5	1115	-1%	0%	-0.89	1129
23	2.0	9.2	-3.1	1094	0%	1%	-0.53	1162
24	1.0	7.6	.	.	4%	4%	1.6	757
25	2.3	7.3	-2.3	1110	2%	7%	0.39	1425
26	2.2	8.1	-7.6	896	0%	-2%	-0.58	1225
27	.	.	-0.4	1180	.	.	0.45	906
28	2.6	4.5	-2.8	887	-10%	-8%	-0.32	1363
29	1.5	10	-0.8	1088	-46%	-18%	0	1617
30	.	.	-0.4	1310	.	.	-0.73	1352

# Next part:
nr	mol	T cell HTS	T cell HTS vesicle-bound %	Autophagy HCS	Autophagy HCS cell loss 18 h	Hep lipid drop	Hep lipid drop cells 6.5 µM	TNAP activation fold	MT stabilize HCS
31	COc1cc(NC(=O)c2ccc(COCC(F)(F)F)cc2)cc(OC)c1OC	i	51	i	-22	.	.	1.2	1.6
32	CC(C)(C)NC(=O)COC(=O)Cc1ccc(Cl)cc1	i	18	i	14	0	734	1.1	2.1
33	C=CC1=C(C(=O)O)N2C(=O)C(NC(=O)Cc3ccccc3)C2SC1 (stereo not given)	i	34	i	-2	10	800	1.2	1.1
34	O=C(CN1CCCCC1)NCCNC(=O)CN1CCCCC1	i	16	i	1	1	749	1.2	3.8
35	Cc1ccc(C)c(NC(=S)NNC(=S)Nc2ccc(C(C)C)cc2)c1	i	15	i	19	5	651	2	5.2
36	Cc1nc(N2CCOCC2)c2c(C)c(C(=O)Nc3ccc(F)cc3F)sc2n1	i	20	i	-2	0	759	1.1	1.4
37	CN1CCN(CCCNC(=O)c2ccc(Cn3c(=S)[nH]c4ccc(Br)cc4c3=O)cc2)CC1	i	41	i	-4	-2	688	1.1	2.0
38	COC(=O)c1ccc(C(c2c(N)n(Cc3ccccc3)c(=O)n(C)c2=O)N2CCOCC2)cc1 (stereo not given)	i	7	i	8	.	.	1.1	2.9
39	CCC(O)(CCN1CCCCC1)c1ccccc1 (stereo not given)	i	62	i	16	.	.	1	2.7
40	CCC(Sc1ccc(Cl)cc1)C(=O)Nc1nnc(-c2cccc([N+](=O)[O-])c2)s1 (stereo not given)	i	40	i	-1	-2	706	1.1	3.3
41	CCN(CC)c1ccc(C(=O)n2cnc3ccccc32)cc1	i	26	i	5	-5	696	1	22*

nr	MT stabilize HCS Hoechst-high %	MT stabilize HCS cytotoxicity %	bCat nuc transl	bCat nuc transl cell count 5 µM	human PMI inhibitors	human PMI inhibition	Insulin prom up	Insulin prom up cell count
31	2.2	9.9	-1.0	1399	1%	2%	0.17	1616
32	1.8	10	0.9	1051	-1%	2%	1.1	844
33	1.7	3.7	-0.8	1203	2%	10%	-0.01	973
34	1.2	2.7	0.9	1203	2%	3%	-0.2	1264
35	3.6	2.0	2.0	941	-4%	16%	-0.35	1357
36	1.5	8.1	1.6	1075	-13%	-6%	-0.36	1336
37	2.0	10.0	-3.3	1131	0%	-7%	0.23	1616
38	2.6	3.5	-1.2	1486	-1%	6%	1.1	1264
39	1.9	13	1.1	1439	3%	-2%	-0.36	1419
40	2.0	5.8	-1.6	588	0%	-9%	-0.73	1332
41	47*	45*	6.4	1102	-4%	5%	-1.1	1252

# Source: PubChem BioAssay (several laboratories)
